NOD2 RIPK2 PPI: blocks binding of human NOD2 to RIPK2; O43353; CHO BLA complementation NOD2-RIPK2, CCF4 ratio; inhibition, % at 4.98 µM; actives 0.38% (n = 360,000); AID 624267; in the data active = inhibition above about 21%;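 also: 0% = vehicle only and 100% = reference blocker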
Target sequence (O43353 whole entry, looked up): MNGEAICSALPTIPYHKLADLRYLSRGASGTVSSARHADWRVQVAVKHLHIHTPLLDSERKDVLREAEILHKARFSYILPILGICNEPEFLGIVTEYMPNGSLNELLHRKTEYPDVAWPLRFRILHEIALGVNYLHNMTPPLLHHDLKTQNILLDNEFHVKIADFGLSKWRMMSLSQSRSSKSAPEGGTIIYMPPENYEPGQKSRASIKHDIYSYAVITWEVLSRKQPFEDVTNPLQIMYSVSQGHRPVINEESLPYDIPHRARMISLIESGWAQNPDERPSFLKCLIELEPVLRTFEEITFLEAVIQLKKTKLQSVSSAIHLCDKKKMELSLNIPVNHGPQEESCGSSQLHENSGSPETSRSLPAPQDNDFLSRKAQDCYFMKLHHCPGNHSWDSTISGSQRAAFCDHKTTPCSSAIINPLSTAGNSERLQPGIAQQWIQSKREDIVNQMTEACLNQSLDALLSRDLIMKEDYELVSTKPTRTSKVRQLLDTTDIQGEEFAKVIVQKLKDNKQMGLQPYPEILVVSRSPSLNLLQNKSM
MC4R antag cAMP: antagonists of human melanocortin 4 receptor (MC4R) | P32245 | MC4R-expressing cells, MTII-stimulated cAMP, LANCE TR-FRET | inhibition, % at 6.5 µM | actives 0.48% (n = 360,000);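 active = inhibition above its plate's cutoff, the mean of tested wells on that plate plus 3 SD, cut at about 29% in these data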;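 also: 0% = Melanotan II alone and 100% = Melanotan II plus saturating MCL0020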
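System – human MC4R-expressing U2OS cells · Also added – Melanotan II · Dosing – one concentration, 6.5 µM nominal · Timing – 30-min compound, 1-h challenge, 1-h detection, room temperature · Measured by – Eu-cAMP/anti-cAMP TR-FRET, emission 671 nm · Replicates – singlicate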
TLR9-MyD88 inh: inhibitors of human TLR9-MyD88 binding. CHO BLA complementation TLR9-MyD88, CCF4 FRET ratio. inhibition, % at 4.98 µM. actives 0.21% (n = 340,000). Q9NR96+Q99836;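 active = inhibition above the mean over all tested compounds plus 3 SD, cut at about 21% in these data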;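 also: 0% = DMSO only wells and 100% = clavulanate BLA inhibitor control wells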
ABHD5 PLIN5 PPI: inhibitors of human ABHD5-perilipin-5 interaction; Split G. princeps luciferase complementation, luminescence, 4 h; inhibition, % at 4 µM; AID 602281; actives 0.78% (n = 360,000);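 active = inhibition above the mean inhibition across every tested compound plus 3 SD, cut at about 22% in these data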;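 also: 0% = DMSO only wells and the 100% control is not disclosed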
NR2F2 inh: inhibitors of human COUP-TFII (NR2F2); P24468; HEK293T NGFI-A luciferase reporter, luminescence; inhibition, % at 8.6 µM; actives 0.7% (n = 370,000); AID 686940;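 active = inhibition above a per-plate cutoff, mean inhibition of test wells between control levels plus 3 SD, cut at about 38% in these data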;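 also: cells cotransfected with COUP-TFII expression vector driving the NGFI-A reporter; 0% = median of COUP-TF2 test wells and 100% = reporter-only cells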
LMP1 NFkB inh: Epstein-Barr LMP1 NF-kappaB reporter inhibition | inhibition, % at 12.5 µM | AID 504558 | LMP1-induced NF-kappaB luciferase reporter cells, luminescence | actives 0.69% (n = 350,000); in the data active = inhibition above about 41%;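 also: 0% = neutral control wells and 100% = reference inhibitor control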
NR5A2 inv ag: suppresses constitutive activity of human LRH-1. inhibition, % at 3.6 µM. actives 0.13% (n = 360,000). HEK293T StAR-luciferase reporter, LRH-1 transfected, 24 h. O00482;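 active = inhibition above the mean inhibition of all tested compounds plus 3 SD, cut at about 73% in these data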;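 also: 0% = DMSO wells and 100% = reporter-only cells lacking LRH-1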
Target sequence (O00482 whole entry, looked up): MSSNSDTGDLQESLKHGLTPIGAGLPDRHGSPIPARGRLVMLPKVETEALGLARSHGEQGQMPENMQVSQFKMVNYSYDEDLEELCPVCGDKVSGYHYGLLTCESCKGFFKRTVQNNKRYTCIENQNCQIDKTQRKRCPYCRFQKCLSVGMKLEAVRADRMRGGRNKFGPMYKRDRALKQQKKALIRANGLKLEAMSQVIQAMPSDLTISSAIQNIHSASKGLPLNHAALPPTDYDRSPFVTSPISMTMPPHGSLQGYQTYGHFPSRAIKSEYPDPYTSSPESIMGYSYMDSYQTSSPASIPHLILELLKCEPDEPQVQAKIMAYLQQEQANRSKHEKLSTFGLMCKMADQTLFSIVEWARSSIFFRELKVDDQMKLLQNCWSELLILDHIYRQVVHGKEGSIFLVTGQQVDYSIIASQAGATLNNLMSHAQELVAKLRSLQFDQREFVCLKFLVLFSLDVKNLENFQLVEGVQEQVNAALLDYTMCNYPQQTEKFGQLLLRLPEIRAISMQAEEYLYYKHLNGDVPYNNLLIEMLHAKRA
NCOA2 inhibitor: human SRC2 (NCOA2) inhibition | actives 0.17% (n = 370,000) | HEK293 GAL4-SRC2 luciferase reporter, luminescence | inhibition, % at 9 µM;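 active = inhibition above the mean inhibition of all tested compounds plus 3 SD, set per campaign, cut at about 52% in these data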;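 also: 0% = DMSO treated cells and 100% = cells given Gossypol at 36 µM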
SRC3 inh: inhibitors of human steroid receptor coactivator 3 (SRC3) | Q9Y6Q9 | HEK293 GAL4-SRC3 luciferase reporter, luminescence | inhibition, % at 3.6 µM | actives 0.17% (n = 360,000) | AID 588352;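 active = inhibition above a per-campaign cutoff, the mean of all compounds plus 3 SD, cut at about 60% in these data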;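 also: 0% = DMSO-treated cells and 100% = gossypol-treated cells at 36 µM; higher means less SRC3-driven luciferase light from the GAL4 reporter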
SRC1 inh: human NCOA1 inhibition; HEK293 GAL4-SRC1 luciferase reporter, luminescence; inhibition, % at 3.6 µM; actives 0.12% (n = 360,000);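 active = inhibition above the campaign mean plus 3 SD, with each screening campaign given its own cutoff, cut at about 60% in these data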;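 also: 0% = DMSO treated cells and 100% = gossypol at 36 µM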
MC4R barr agon: agonists of human melanocortin 4 receptor (MC4R) beta-arrestin; P32245; U2OS MC4R beta-arrestin complementation, luminescence; percent of melanotan II response, DMSO zero; activation, % at 8.9 µM; actives 0.98% (n = 360,000); AID 540308;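 active = activation above a per-plate cutoff, the mean activation of sample wells on that plate plus 3 SD, cut at about 8% in these data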
Active calls of the source: *; nt = not tested or not shown. An excerpt; count on the stated rates, not on these rows.

Under each structure – NCOA2 inhibitor	NR2F2 inh	MC4R antag cAMP	SRC3 inh	ABHD5 PLIN5 PPI	MC4R barr agon	SRC1 inh	NR5A2 inv ag	NOD2 RIPK2 PPI	TLR9-MyD88 inh	LMP1 NFkB inh
- O=C1C2C(c3ccccc3)CC=CC2[C@H](c2ccc3ccccc3c2)N1Cc1ccccc1 (stereo not given in full)
  -32	1	1	-8	-6	-1.6	1	6	-7	-7	-16
- CCc1ccc2c(c1)cc(C)c1nnc(SCC(=O)Nc3cc(OC)c(OC)cc3C(=O)O)n12
  -20	1	3	-1	1	-2.3	6	-9	-12	1	0
- CC12CS(=O)(=O)CC1SC(=S)N2c1ccccn1 (stereo not given)
  -16	-8	18	-8	-4	0.9	-10	4	1	0	4
- Cc1nc2ccccc2c(C)c1CC(=O)N(C)CC(=O)Nc1cccc(F)c1
  -13	7	-2	-11	1	-3.8	9	18	9	1	-8
- O=C1N[C@H]2CC=C[C@H]2Nc2ccccc21
  19	-5	8	-13	13	-0.1	-22	-3	-5	-9	-10
- CCN1C(=O)C(CC(=O)NCCc2ccccc2)N(NC(=O)c2cccnc2)C1=S (stereo not given)
  -27	29	11	5	-2	-1.6	-20	-11	5	8	8
- COc1ccccc1CN=C1NC(=O)C(CC(=O)Nc2ccc(C(C)=O)cc2)S1 (stereo not given)
  -10	-8	-6	3	8	0.2	18	-10	3	-5	8
- CCc1cc2c(NC(C(=O)O)C(C)C)ncnc2s1 (stereo not given)
  2	16	4	3	0	-0.1	4	-3	13	2	-1
- CN(O)/C=N/C(=S)Nc1ccc(Cl)cc1Cl
  3	-12	11	-6	-13	-3.8	-11	7	0	4	-12
- CCCCC(=O)c1ccc(O)cc1O
  -23	103*	3	9	4	-1.0	-28	-7	-8	8	5
- CCOCC(O)CS(=O)(=O)c1ccccn1 (stereo not given)
  -19	-6	8	0	2	-2.6	4	4	2	4	2
- CCOC(=O)c1c(NC(=O)CSc2nnc(C)s2)sc2c1CCC(CC)C2 (stereo not given)
  15	15	1	-1	-3	-1.7	1	9	-5	1	11
- CCc1nnc(NC(=O)Cn2c(=O)oc3ccccc32)s1
  -5	-1	-2	2	-3	-2.0	-16	7	-16	2	-1
- Nn1c(SCC(=O)Nc2cccc(S(N)(=O)=O)c2)nnc1C1CC1
  0	-17	-3	3	2	-3.8	-3	9	-1	-9	-1
- CCOc1ccc(OCC)c(NC(=O)CSCCc2ccccn2)c1
  3	-1	-1	8	2	0.2	-12	0	-10	-4	-10
- O=C(CNC(=O)c1ccccc1F)NCC(c1cccs1)N1CCOCC1 (stereo not given)
  -25	4	9	-10	5	-0.8	-19	-3	5	-5	13
- CC1CCN(CC(O)COC2CC(C)CC(C)(C)C2)CC1 (stereo not given)
  -12	12	11	10	0	-1.7	2	10	6	nt	nt
- COCCNC(=O)CSc1nc2cc(OC)c(OC)cc2c(=O)n1Cc1ccc(OC)cc1
  -3	-15	9	11	1	-1.1	-27	3	-3	0	1
- COc1ccc(Br)c(Cn2c(C)c(C(=O)NCc3ccccc3C(F)(F)F)sc2=O)c1
  24	-3	12	0	-2	-0.2	-2	0	4	nt	nt
- COc1cc(Cn2c3ccc(NC(=O)NCCc4ccccc4)cc3c(=O)n2C)ccc1F
  4	9	3	-7	9	1.9	1	-3	6	nt	nt
- Cc1ccc(NC(=O)CSc2n[nH]c(-c3cccnc3)n2)cc1Cl
  -2	3	14	-20	-5	-2.3	8	-3	0	0	-4
- CCS(=O)(=O)c1nc(S(=O)(=O)c2ccc(Cl)cc2)c(N2CCC3(CC2)OCCO3)s1
  -15	1	-2	-4	-2	0.3	15	0	-4	-13	-6
- Cc1sc2nc(SCC(=O)C(C)(C)C)n(Cc3ccco3)c(=O)c2c1C
  -28	5	-20	16	0	-2.5	-4	1	-5	1	0
- COc1ccccc1C(=O)NCCC(=O)NCc1cccnc1
  -1	18	9	4	19	-3.7	-12	-16	-6	8	2
- NS(=O)(=O)c1ccc(NC(=O)COC(=O)CN2C(=O)C3CC=CCC3C2=O)cc1 (stereo not given)
  -30	-10	12	12	2	-0.8	4	-5	-4	-1	-6
- Cc1ccc(C)c(NC(=O)c2ccc3nccnc3c2)c1
  -2	-7	10	10	-1	0.3	-16	10	4	-12	4
- CCc1ccc(-n2cc(-c3ccc([N+](=O)[O-])cc3)[nH]c2=S)cc1
  -56	-19	0	-45	-15	-1.2	-31	-42	3	3	-2
- CC(Sc1nnc(C2CC2)n1C1CC1)C(=O)Nc1cccc(S(=O)(=O)N(C)C)c1 (stereo not given)
  -4	17	1	-15	-6	-0.4	-1	-9	-10	-9	-2
- CCOC(=O)c1ccccc1NC(=O)C1CC(=O)N(c2ccccc2)C1 (stereo not given)
  -12	10	0	0	1	-2.9	-4	-1	0	5	-11
- Cc1ccc(C(=O)NC2CCS(=O)(=O)C2)cc1S(=O)(=O)N1CCCCC1 (stereo not given)
  -18	-5	6	18	4	4.2	-5	9	-2	-1	2
- CCc1ccc2c(c1)C1(SC(NC(C)=O)=NN1C(C)=O)C(=O)N2CC (stereo not given)
  -3	16	-1	-6	1	-2.3	-19	9	-5	-5	8
- CC1CCN(S(=O)(=O)c2cccc(C(=O)N(C)C3CCS(=O)(=O)C3)c2)CC1 (stereo not given)
  -10	18	-3	1	-2	-2.6	4	-11	-4	0	5
- CCCCCCCNC(=O)C1(CC2CC(c3cccc(Br)c3)=NO2)CCN(C(=O)C2(C)CC2)CC1 (stereo not given)
  -7	19	13	3	-7	2.5	-9	4	17	-9	15
- Cc1ccc(C(C)C)c(OCCNCCc2ccccc2)c1
  -11	2	-6	12	-2	9.9*	-1	-15	13	-6	-6
- CC(C)C(c1nnnn1Cc1ccc(F)cc1)N1CCSCC1 (stereo not given)
  1	16	8	11	15	0.9	11	12	-5	-1	-7
- O=C(Nc1ccc(Cl)cc1)N1CCc2[nH]c3ccccc3c2C1
  2	-22	-1	-14	-9	-2.3	-12	11	7	-7	-1
- COC(=O)c1ccc(NC(=O)CSc2nncn2-c2ccccn2)cc1
  -14	2	-1	10	3	0.3	7	18	2	-5	-5
- Cc1cc(C(=O)OCC(=O)NCc2ccccc2Cl)c(C)o1
  -24	10	7	-8	-2	-3.3	-19	0	5	1	0
- CC(Oc1ccc(Cl)cc1)C(=O)Nc1cccc(S(=O)(=O)N2CCCC2)c1 (stereo not given)
  4	-2	13	-4	2	-1.6	-8	-5	-11	-4	2
- Fc1cccc(Cl)c1Cc1noc(/C=C/c2ccccc2)n1
  -60	-29	2	-36	-4	1.7	-27	-33	-6	7	-12
- Cc1noc(C(=O)Nc2cc(Cl)ccc2O)c1Cl
  -17	14	-1	-4	-4	0.0	-19	16	5	0	34
- Cc1oc(C(C)(C)C)cc1C(=O)NCC(=O)NCC(=O)O
  -25	29	7	-17	-8	-0.1	0	14	-8	4	4
- CC(=O)Nc1ccc(NC(=O)C(C)O/N=C/c2cccc([N+](=O)[O-])c2)cc1 (stereo not given)
  12	-2	4	17	-1	1.4	5	-2	-6	2	2
- CCn1nnnc1-c1ccc(OC)c(S(=O)(=O)Nc2ccc(C)c(C)c2)c1
  5	24	5	1	1	-0.7	1	28	-6	-12	5
- NC(=O)COC(=O)CNC(=O)c1sc2ccccc2c1Cl
  13	3	7	-3	-1	-4.5	-4	13	4	-2	4
- CCOC(=O)C1(C)CCN1C(=O)c1ccccc1C(F)(F)F (stereo not given)
  6	-2	2	13	11	0.4	-7	-4	-7	nt	nt
- C=C(C)CN=c1scc(C)n1/N=C/c1ccco1
  2	9	10	-12	-4	0.3	-16	-15	-6	-3	10
- O=C(c1ccco1)N1CCn2c1nc1ccccc12
  -60	-33	4	-28	-7	-0.3	-39	-39	5	9	-15
- C=CCN=c1scc(C)n1/N=C/c1ccc(O)c(O)c1
  -30	-32	2	-59	2	-3.0	-65	-66	2	0	-8
- COc1ccc2oc(C(=O)Nc3ccc(N4CCOCC4)cc3)c(C)c2c1
  -2	10	4	-1	9	-2.2	5	-2	-11	-8	1
- COC(CN1CCc2c(C)nc3c(C#N)cnn3c21)OC
  -16	-16	12	8	1	-2.6	-8	-2	6	4	-1
- CCn1nccc1C(=O)Nc1ccc(Cl)c(Cl)c1
  -92	-28	-6	-52	-4	-0.9	-52	-48	5	-14	-16
- CCOC(=O)c1c(-c2ccc(C)cc2)csc1NC1=NS(=O)(=O)c2ccccc21
  -27	12	-1	12	-5	0.2	10	3	-3	0	3
- COc1ccccc1NC(=O)Cn1cnc2sc(C)c(S(=O)(=O)N3CCCCC3)c2c1=O
  -7	-14	1	-4	-5	0.2	-1	-5	-4	4	3
- CCCCCCc1nnc(NC(=O)c2ccco2)s1
  -25	-13	6	-28	-3	-0.9	-30	-18	2	-6	-7
- COc1ccccc1Nc1nnc(SC(C)C(=O)NC2CC2)s1 (stereo not given)
  -6	-20	2	17	-8	-0.8	-20	7	1	-4	0
- CCOc1cccc(OCCOCCN(C)C)c1
  -29	-24	-1	8	-1	-0.4	14	11	-12	-2	2
- CC(=O)Nc1ccc(C2(c3ccc(NC(C)=O)cc3)NC(=O)c3ccccc32)cc1
  5	13	12	-16	-7	1.6	9	9	-11	-5	-4
- O=C(O)[C@H]1CCCN1S(=O)(=O)c1cccc2cccnc12
  1	13	2	-6	12	-2.9	-3	13	-2	-12	-1
- CC(C)C[C@H](NC(=O)C1CCN(C(=O)[C@H](Cc2ccccc2)NC(=O)OC(C)(C)C)CC1)C(=O)O
  4	-15	8	9	5	-1.5	8	15	-1	-1	-7

Next results follow:
Under each structure – NCOA2 inhibitor	NR2F2 inh	MC4R antag cAMP	SRC3 inh	ABHD5 PLIN5 PPI	MC4R barr agon	SRC1 inh	NR5A2 inv ag	NOD2 RIPK2 PPI	TLR9-MyD88 inh	LMP1 NFkB inh
- O=C(O)/C=C/C(=O)Nc1ccccc1C(=O)OCC(=O)c1ccc2c(c1)OCCO2
  -28	-21	8	-23	0	-2.0	-32	-46	-6	-13	4
- Cc1cc(O)c(CN(C)C)c2c1C(=O)/C(=C/c1ccco1)O2
  9	13	-22	12	12	-2.1	9	9	11	13	-2
- O=C(COc1coc(CN2CCc3ccccc32)cc1=O)Nc1ccc([N+](=O)[O-])cc1
  3	-14	-2	-4	8	-0.3	-1	1	-2	-4	-6
- COCc1ccc(C(=O)NC2CC(C)(C)Cc3c2cnn3-c2ccc(C)cc2)o1 (stereo not given)
  -5	-7	-5	16	-2	-0.7	-15	6	-6	-12	3
